Bioassay records deposited in PubChem BioAssay by IUPUI and University of Michigan.
ST2 inh – inhibitors of human ST2 (IL1RL1) binding to IL-33, primary screen, biochemical, AlphaLISA | Interleukin-1 receptor-like 1 (Homo sapiens), Q01638 | AlphaLISA ST2-Fc/biotin-IL-33 interaction, 1 h | inhibition, % for hits at 17 µM | actives 2.3% (n = 78,000) | AID 1259354, 2018; in the data active = inhibition above about 30%; inconclusive = mostly about 10% to 28%
Target sequence (Q01638 whole entry, looked up): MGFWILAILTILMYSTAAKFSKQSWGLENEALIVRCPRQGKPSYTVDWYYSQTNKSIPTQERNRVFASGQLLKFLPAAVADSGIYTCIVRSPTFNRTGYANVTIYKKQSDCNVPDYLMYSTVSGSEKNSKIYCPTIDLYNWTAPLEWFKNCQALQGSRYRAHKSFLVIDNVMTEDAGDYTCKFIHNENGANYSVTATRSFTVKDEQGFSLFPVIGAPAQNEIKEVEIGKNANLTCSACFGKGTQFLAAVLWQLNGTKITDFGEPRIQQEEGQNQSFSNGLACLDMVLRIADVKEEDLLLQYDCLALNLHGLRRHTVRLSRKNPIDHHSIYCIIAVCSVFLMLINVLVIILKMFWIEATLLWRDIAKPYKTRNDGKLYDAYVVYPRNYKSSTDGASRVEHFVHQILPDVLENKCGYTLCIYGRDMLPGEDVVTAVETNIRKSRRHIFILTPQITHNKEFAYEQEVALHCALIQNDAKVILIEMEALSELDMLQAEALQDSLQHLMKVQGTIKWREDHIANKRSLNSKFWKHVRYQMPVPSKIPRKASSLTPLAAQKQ
Calls only.

Results for O=C(CCNNC(=O)c1ccncc1)NCc1ccccc1 ?
ST2 inh: inactive

How did OCCN1CCN(CCCN2c3ccccc3Sc3ccc(Cl)cc32)CC1 do in these assays?
ST2 inh: inconclusive

What do the screens show for `O=C(Nc1cc2cc[nH]c2cn1)c1ccccc1`?
ST2 inh: inactive

What do the screens show for `CCN(CC)CCNC(=O)c1cc(Cl)c(N)cc1OC`?
ST2 inh: inactive

How did CN(C)CCOC(C)(c1ccccc1)c1ccccn1 (centres undefined) do in these assays?
ST2 inh: inactive

How did CN(C(=O)CCCOc1ccc2[nH]c(=O)ccc2c1)C1CCCCC1 do in these assays?
ST2 inh: inconclusive

What do the screens show for `CC(=O)c1ccc(S(=O)(=O)NC(=O)NC2CCCCC2)cc1`?
ST2 inh: inactive

What do the screens show for `CC1COc2c(N3CCN(C)CC3)c(F)cc3c(=O)c(C(=O)O)cn1c23` (centres undefined)?
ST2 inh: inconclusive

How did COc1cccc2sc(N3CCN(c4ccccc4)CC3)nc12 do in these assays?
ST2 inh: inactive

Results for NC(=O)c1cn(Cc2c(F)cccc2F)nn1 ?
ST2 inh: inactive

Results for OC(C#CCN1CCCC1)(c1ccccc1)c1ccccc1 ?
ST2 inh: inconclusive

Results for COc1ccc(/C=C/C(=O)Nc2ccccc2C(=O)O)cc1OC ?
ST2 inh: inactive

How did O=C(NCCc1c[nH]c2ccccc12)c1cccnc1 do in these assays?
ST2 inh: inactive

What do the screens show for `Cc1nc2ccccn2c(=O)c1CCN1CCC(C(=O)c2ccc(F)cc2)CC1`?
ST2 inh: inactive

How did C[C@@H](N)C1CCC(C(=O)Nc2ccncc2)CC1 (some centres undefined) do in these assays?
ST2 inh: inactive

The final two compounds of the section above open the next one.
What do the screens show for `Cc1nc2ccccn2c(=O)c1CCN1CCC(C(=O)c2ccc(F)cc2)CC1`?
ST2 inh: inactive

How did C[C@@H](N)C1CCC(C(=O)Nc2ccncc2)CC1 (some centres undefined) do in these assays?
ST2 inh: inactive

What do the screens show for `CCCNC(=O)C1CCC(Cn2c(=O)c3sccc3n(CC(=O)NCc3ccccc3)c2=O)CC1` (centres undefined)?
ST2 inh: inconclusive

How did COc1ccccc1N1CCN(CCCNc2cc(=O)n(C)c(=O)n2C)CC1 do in these assays?
ST2 inh: inactive

Results for NC(N)=NCCC[C@H](N)C(=O)O ?
ST2 inh: inactive

What do the screens show for `COc1ccc(N2CN=c3s/c(=C\c4ccccc4)c(=O)n3C2)cc1`?
ST2 inh: inconclusive

What do the screens show for `O=C(c1ccc(F)cc1)C1CCN(CCn2c(=O)[nH]c3ccccc3c2=O)CC1`?
ST2 inh: inactive

How did C[C@@H]1CC[C@]2(C(=O)O[C@@H]3O[C@H](CO[C@@H]4O[C@H](CO)[C@@H](O[C@@H]5O[C@@H](C)[C@H](O)[C@@H](O)[C@H]5O)[C@H](O)[C@H]4O)[C@@H](O)[C@H](O)[C@H]3O)CC[C@]3(C)C(=CCC4[C@@]5(C)C[C@@H](O)[C@H](O)[C@@](C)(CO)C5CC[C@]43C)C2[C@H]1C (some centres undefined) do in these assays?
ST2 inh: inconclusive

How did C[C@]12CCC(=O)C=C1CC[C@@H]1[C@@H]2CC[C@@]2(C)[C@H]1CC[C@]2(O)C(=O)CO do in these assays?
ST2 inh: inactive

How did Oc1ccc(/C=C/c2cc(O)cc(O)c2)cc1 do in these assays?
ST2 inh: inactive

Results for CC1(C)O[C@H]2CC(=O)OC[C@]23[C@H]2CC[C@@]4(C)[C@H](c5ccoc5)OC(=O)[C@H]5O[C@]54[C@]2(C)C(=O)C[C@@H]13 ?
ST2 inh: inconclusive

How did CCCn1cnc2c1c(=O)n(CCCCC(C)=O)c(=O)n2C do in these assays?
ST2 inh: inactive

What do the screens show for `CCCCCCCCCCCCCCC[C@H](O)[C@H](N)CO`?
ST2 inh: inactive

An excerpt from above in order of length of the SMILES, descending.
How did C[C@@H]1CC[C@]2(C(=O)O[C@@H]3O[C@H](CO[C@@H]4O[C@H](CO)[C@@H](O[C@@H]5O[C@@H](C)[C@H](O)[C@@H](O)[C@H]5O)[C@H](O)[C@H]4O)[C@@H](O)[C@H](O)[C@H]3O)CC[C@]3(C)C(=CCC4[C@@]5(C)C[C@@H](O)[C@H](O)[C@@](C)(CO)C5CC[C@]43C)C2[C@H]1C (some centres undefined) do in these assays?
ST2 inh: inconclusive

How did C[C@]12CCC(=O)C=C1CC[C@@H]1[C@@H]2CC[C@@]2(C)[C@H]1CC[C@]2(O)C(=O)CO do in these assays?
ST2 inh: inactive

What do the screens show for `CCCNC(=O)C1CCC(Cn2c(=O)c3sccc3n(CC(=O)NCc3ccccc3)c2=O)CC1` (centres undefined)?
ST2 inh: inconclusive

What do the screens show for `O=C(c1ccc(F)cc1)C1CCN(CCn2c(=O)[nH]c3ccccc3c2=O)CC1`?
ST2 inh: inactive

What do the screens show for `COc1ccc(N2CN=c3s/c(=C\c4ccccc4)c(=O)n3C2)cc1`?
ST2 inh: inconclusive

How did CCCn1cnc2c1c(=O)n(CCCCC(C)=O)c(=O)n2C do in these assays?
ST2 inh: inactive

How did C[C@@H](N)C1CCC(C(=O)Nc2ccncc2)CC1 (some centres undefined) do in these assays?
ST2 inh: inactive

What do the screens show for `CCCCCCCCCCCCCCC[C@H](O)[C@H](N)CO`?
ST2 inh: inactive

How did O=C(NCCc1c[nH]c2ccccc12)c1cccnc1 do in these assays?
ST2 inh: inactive

How did Oc1ccc(/C=C/c2cc(O)cc(O)c2)cc1 do in these assays?
ST2 inh: inactive

Results for NC(N)=NCCC[C@H](N)C(=O)O ?
ST2 inh: inactive

An excerpt, so the mix of outcomes need not match the whole.
